KOR beta-arrestin-1 = KOR antagonists, beta-arrestin recruitment, cell-based, luminescence, uHTS (AID 1778); KOR beta-arrestin recruitment, luminescence, antagonist mode; higher % means a stronger effect; inhibition, % at 10 µM, or IC50 in µM where a hit was titrated; 290,000 compounds, 0.091% hits; further: strong numbers were not always called active
NTR1 ag = NTR1-driven beta-arrestin-GFP spot formation – imaging, U2OS cells, high content, primary screen (AID 493036). P30989. agonist mode. activation, % at 20 µM. 330,000 compounds, 0.17% hits;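 active means activation at or above 40% of the spot to cytoplasm intensity ratio, with at least 20 cells analyzed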;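 further: 0% = DMSO without peptide and 100% = 100 nM NTR1 peptide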
Target sequence (P30989 whole entry, looked up): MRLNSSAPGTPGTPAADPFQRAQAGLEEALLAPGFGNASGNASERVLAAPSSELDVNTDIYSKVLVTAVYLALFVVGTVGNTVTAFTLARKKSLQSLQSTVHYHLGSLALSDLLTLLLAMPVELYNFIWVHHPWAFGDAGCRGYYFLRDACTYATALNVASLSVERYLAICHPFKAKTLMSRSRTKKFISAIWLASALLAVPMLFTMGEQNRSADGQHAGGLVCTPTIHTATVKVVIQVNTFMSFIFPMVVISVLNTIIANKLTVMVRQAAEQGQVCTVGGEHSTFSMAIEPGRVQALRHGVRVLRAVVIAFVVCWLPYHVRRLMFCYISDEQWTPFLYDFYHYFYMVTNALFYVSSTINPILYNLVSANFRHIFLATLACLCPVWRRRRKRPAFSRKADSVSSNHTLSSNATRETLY
GPR55 activation = GPR55 agonists via beta-arrestin recruitment, primary screen, imaging, U2OS cells, beta-arrestin-GFP redistribution (AID 1961) | U2OS GPR55 beta-arrestin-GFP redistribution imaging; higher % means a stronger effect | one-dose activation, % at 10 µM; EC50 in µM for titrated hits | 290,000 compounds, 0.048% hits;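 active means activation above 40% with more than 50 cells counted in the well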;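 further: U2OS osteosarcoma cells stably expressing GPR55 and beta-arrestin-GFP; plate controls were DMSO negative control for no effect and LPI positive control for full effect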
ER stress rescue = rescue of cells from ER stress-induced death, primary screen, 384-well, CSM14.1, thapsigargin, ATP luminescence (AID 1222) | CSM14.1 thapsigargin-induced death rescue, ATP luminescence; higher % means a stronger effect | cellular ATP content (survival), % at 20 µM, or EC50 in µM where a hit was titrated | 190,000 tested, under 10 active;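 active means EC50 below 50 µM in the dose-response confirmation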;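 further: death triggered by thapsigargin at about 15 µM added after 2 h compound pretreatment; cell ATP read after overnight thapsigargin exposure of roughly 18 to 22 hours; normalized against plate controls of thapsigargin alone and 5% DMSO vehicle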
TNAP activators = stimulation of alkaline phosphatase TNAP activity – biochemical, luminescent, no phosphate acceptor, uHTS, primary screen (AID 1001) | 200,000 compounds, 0.03% hits | activation fold at 20 µM; hits with a dose series show EC50 in µM | purified TNAP, luminescent activation assay, no phosphate acceptor; higher activation fold means a stronger effect; in the data active means activation fold from about 3, or a potency from the dose series; inactive means the rest, 99 in 100 with activation fold below about 1.6; further: many of its hits are not listed in these tables
KOR beta-arrestin-2 = KOR agonists, beta-arrestin recruitment, primary screen, cell-based, luminescence, uHTS (AID 1777). KOR beta-arrestin recruitment, luminescence; higher % means a stronger effect. activation, % at 10 µM, or EC50 in µM where a hit was titrated. 280,000 compounds, 0.02% hits; in the data active means activation above about 50%, passing the limit was not always enough; further: a part of the inactive calls stands beside numbers as strong as those of hits
NOD2 inhibition = inhibition of NOD2-driven NF-kB reporter – cell-based, luminescence, uHTS, HEK293 (AID 1566); HEK293 NOD2/NF-kB luciferase reporter, luminescence; higher % means a stronger effect; one-dose inhibition, % at 4 µM; EC50 in µM for titrated hits; 290,000 compounds, 0.63% hits; further: many of its hits are not listed in these tables
NOD1 NF-kB reporter = inhibition of NOD1-driven NF-kB reporter – cell-based, luminescence, uHTS, primary screen (AID 1578); inhibition, % at 4 µM, or EC50 in µM where a hit was titrated; 290,000 compounds, 1% hits; NOD1-driven NF-kB luciferase reporter cells, luminescence; higher % means a stronger effect; in the data active means inhibition mostly above about 36%, no sharp cut-off; inactive means mostly below about 34%;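 further: HEK-293T reporter cells stimulated with the NOD1 agonist gamma-tri-DAP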
Yfh1-off respiration = enhancers of respiration in Yfh1-depleted yeast, dose response, Friedreich's ataxia, plus single-dose screen (AID 1465); S. cerevisiae Yfh1-off respiration, WST-1 reduction, 72 h; higher fold induction means a stronger effect; fold induction at 50 µM, or EC50 in µM where a hit was titrated; 220,000 compounds, 0.074% hits;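 active means fold induction of absorbance versus untreated yeast above a set limit, then at least 30% activation at any dose in follow-up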;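 further: activators that raise dye reduction in frataxin-depleted yeast; strong numbers were not always called active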
NTR1 ag cell count 20 µM = further read-out of NTR1 ag, marked with its call; cell count; measured here: cell count, cytotoxicity flag
* marks the source's active call; other numbers are inactive results; i = inactive; . = not tested or not shown; [ ] = remark or other dose. Unless noted, no stated cut-off is given here; in the data, active means inhibition above about 50%; inactive means the rest. Some of the compounds tested; count on the stated rates, not on these rows.

molecule	TNAP activators	NTR1 ag	KOR beta-arrestin-2	NOD1 NF-kB reporter	KOR beta-arrestin-1	GPR55 activation	NOD2 inhibition	Yfh1-off respiration	NTR1 ag cell count 20 µM	ER stress rescue
COC(=O)N1C(=O)[C@@](CC(C)C)(c2ccccc2)N1C(=O)OC	.	3.6	0.4%	-18%	28%[20 µM]	1.5%	25%	.	77	.
CCOc1ccc(-c2ncncc2-c2ccc(OC)c(OC)c2)c(O)c1	.	0.6	4.0%	-14%	-5%	-0.1%	6%	.	48	.
CC(C)C[C@H](NC(=O)OC(C)(C)C)c1n[nH]c(=S)n1N	1.1	-2.0	0.5%	-16%	.	0.1%	10%	i	40	0.1%
c1ccc(CC2CCN(c3nnnn3-c3ccccc3)CC2)cc1	1.1	2.5	8.2%	-2%	-4%	-0.2%	9%	.	65	-1.7%
CC(=O)Nc1ccc(S(=O)(=O)N2CCN(c3nc(C)cc(C)n3)CC2)cc1	.	-0.3	2.6%	-11%	-1%	0.0%	-1%	.	77	.
O=C(N/N=C/c1ccco1)c1ccc2nc[nH]c2c1	.	1.4	1.5%	9%	-7%	0.4%	22%	i	39	.
O=C(O)c1cc(NCc2ccccc2)ccc1N1CCOCC1	1.1	0.9	-1.2%	6%	-24%	-0.1%	11%	i	38	0.6%
CN(C(=O)COC(=O)Cn1c(C(F)(F)F)nc2ccccc21)c1c(N)n(Cc2ccccc2)c(=O)[nH]c1=O	.	-0.3	7.8%	-26%	-35%	-0.1%	-2%	.	43	.
CCCSC1=C(C#N)C(c2ccc(OC)cc2)C2=C(CC(C)(C)CC2=O)N1 (stereo not drawn)	1.1	-0.5	3.0%	2%	20%	-0.1%	11%	i	56	-1.8%
CCOc1cc(CN2CCSCC2)ccc1O	1.1	0.0	-3.0%	.	39%	-0.1%	-4%	i	72	.
CC(=O)c1cccc(NC(=O)C2CCN(S(=O)(=O)c3cccs3)CC2)c1	1.1	1.0	3.4%	-9%	7%	-0.2%	7%	.	106	0.5%
Cc1nnc(SCc2cc(=O)oc3cc(O)ccc23)n1Cc1ccccc1	1.2	0.8	1.8%	-21%	-52%	-0.2%	9%	i	67	-6.8%
COc1ccc(C(C(=O)NCC2CCCO2)N(C(=O)CNC(=O)c2cccs2)c2ccccc2)cc1OC (stereo not drawn)	1.1	-0.4	-4.4%	-9%	-30%[20 µM]	-0.1%	15%	i	39	-0.8%
COC(=O)c1c(NC(=O)CN2CCC(C(N)=O)CC2)c2c(C)cccc2n1C	1.1	2.2	-0.5%	-8%	10%	0.3%	8%	i	56	5.6%
C/C=C\C(=O)Nc1cccc(C2=NOC3(C2)C[C@@H](C(N)=O)N(C(=O)CCCCC)C3)c1 (stereo partly drawn)	.	-3.2	-3.4%	-3%	42%	-0.2%	5%	i	79	.
COc1ccc(C(=O)Nc2cc(OC)c(Cl)cc2Cl)cc1	1	4.7	22%	-28%	-16%	0.1%	-27%	i	49	-1.2%
O=C1NC2(CCCC2)C(=O)N1CCS(=O)(=O)Oc1ccccc1	1	0.0	-3.1%	-20%	-5%	0.2%	10%	i	48	.
Cc1nn(CC(=O)N2N=C(C(F)F)CC2(O)C(F)F)c(C)c1[N+](=O)[O-] (stereo not drawn)	1.1	1.2	0.5%	-23%	16%	0.1%	8%	i	50	-1.1%
COc1cc(C(=O)NCC2CCCCC2)cc(OC)c1OC	.	-0.6	-1.9%	-28%	-20%	-0.2%	0%	.	45	.
CC(C)[C@@H](C(=O)N1CCCC1)N1C(=O)N2CCc3c([nH]c4ccccc34)[C@@]2(C)C1=O	.	1.8	-5.8%	0%	-74%[20 µM]	-0.1%	-1%	.	89	.
CC12COC3(P(=O)(c4ccccc4)c4ccccc4)CC1CCC23CP(=O)(c1ccccc1)c1ccccc1 (stereo not drawn)	1.1	2.2	1.2%	24%	-10%	0.4%	-11%	i	115	40µM*
Cn1c(=O)c2c(SCC(=O)N3CCCc4ccccc43)nc(CC(C)(C)C)nc2n(C)c1=O	1	33	-6.2%	-1%	16%	-0.4%	0%	.	71	1.0%
COc1ccc(OC)c(C2CC(=O)C3=C(C2)NC(=O)CC3c2ccc(O)c(OC)c2)c1 (stereo not drawn)	1.1	0.9	4.0%	6%	-1%	-0.2%	-12%	i	57	-0.5%
COc1ccc(C(=O)NC(Nc2ccc(C)cc2)C(Cl)(Cl)Cl)cc1 (stereo not drawn)	1.1	9.6	1.1%	42%	14%	-0.3%	42%	i	76	-1.2%
O=C(c1ccccc1)c1c[nH]c2ccccc12	.	.	-3.3%	-14%	10%	0.5%	-37%	.	.	.
CNc1cc([N+](=O)[O-])ccc1N/C=C/C(=O)c1ccc2c(c1)OCO2	0.9	2.5	1.8%	1%	-36%	-0.1%	8%	i	49	-3.6%
COc1ccc(CN(C)CCc2ccccn2)cc1OC	1.1	-1.0	12%	-6%	5%	-0.3%	13%	i	38	-1.6%
CC(C)(C)C(=O)N1N=C(c2cccc(NS(C)(=O)=O)c2)CC1c1cccs1 (stereo not drawn)	1	0.2	2.3%	-10%	-5%	0.0%	9%	i	80	-1.4%
COc1ccc(N(CC(=O)N/N=C/c2cc(OC)ccc2OC)S(=O)(=O)c2ccccc2)cc1	.	0.8	2.0%	6%	34%	-0.1%	-18%	.	72	.
O=C(NC1CCN(S(=O)(=O)c2ccc(F)cc2)CC1)c1ccco1	.	1.3	2.6%	-24%	3%	-0.1%	0%	.	70	.
CCn1c(=O)c(C(=O)Nc2ccccc2C)c(O)c2ccccc21	1.1	4.1	-3.9%	-9%	15%	0.2%	14%	i	98	-0.1%
C=C1CCN([C@@H](C)C(=O)OCc2ccc(C)cc2)S(=O)(=O)c2ccccc21	.	-1.5	1.2%	3%	21%	0.0%	5%	i	109	.
O=C1CN(C(=O)CSc2nncs2)c2ccccc2N1	1.1	-0.6	-3.3%	-46%	5%	0.1%	2%	i	59	0.6%
CC(CN1CCOCC1)OC(=O)C1COc2ccccc2O1 (stereo not drawn)	1	0.3	.	-16%	12%[20 µM]	-0.3%	20%	i	55	0.0%
CC1Cc2ccccc2N1C(=O)CSc1nnc(N)s1 (stereo not drawn)	.	0.4	-1.3%	-7%	2%	-0.1%	14%	.	64	.
COC(=O)CN1C(=O)COc2ccc(S(=O)(=O)NCc3ccccc3)cc21	.	-0.7	2.4%	-12%	-9%	0.2%	21%	.	63	.
Nc1ccc2oc(-c3ccccc3Cl)nc2c1	1.1	1.8	0.8%	-33%	39%	-0.5%	-79%	i	65	-5.2%
Cc1cccc(OCCSc2nc3ncnc(N)c3[nH]2)c1	1.1	-0.4	5.3%	-10%	14%	-0.4%	-4%	i	40	-1.4%
COc1cc2c(C(=O)NCCN(C)C)cn(CC(C)C)c(=O)c2cc1OC	.	0.7	-1.1%	1%	20%	0.3%	24%	i	68	.
NS(=O)(=O)c1cccc(NC(=O)Nc2ccc(Cl)cc2)c1	.	-0.8	6.4%	-7%	5%	-0.1%	-38%	i	58	.
CCCC(=O)OCC(=O)Nc1cc([N+](=O)[O-])ccc1OC	1	2.2	1.2%	-18%	10%	0.8%	18%	i	89	-0.8%
CCC(Oc1ccccc1)C(=O)Nc1ccc(-c2nnc(-c3ccco3)o2)cc1 (stereo not drawn)	1.1	-0.8	-5.0%	-38%	19%	0.2%	-45%	i	73	-0.2%
O=C(/C=C/c1cccc([N+](=O)[O-])c1)c1ccco1	.	17	-1.6%	-14%	-3%[20 µM]	-0.1%	6%	.	71	.
CC(O)c1cccc(NC2=CC(=O)CC(C)(C)C2)c1 (stereo not drawn)	1	-0.3	-1.2%	9%	-9%	-0.2%	1%	i	62	-1.8%
CCN(CC)c1ccc(/C=N/NC(=O)c2cccc(N3CCCC3=O)c2)cc1	1.1	1.4	-14%	-36%	-34%[20 µM]	0.3%	8%	i	86	0.3%
NC(=O)C1=C[C@@H](c2coc3ccccc3c2=O)C[C@@H](OCc2ccc(CO)cc2)O1	0.9	-0.8	0.8%	-15%	-4%	0.1%	-1%	.	91	-0.2%
Nc1ccc(C(=O)N2CCCC2)cc1	1	6.7	18%	-24%	-28%	-0.1%	-3%	i	72	-2.0%
Cc1cccc(C(=O)NC(=S)N(C)C2CCCCC2)c1	.	0.1	-5.8%	6%	34%	0.0%	-17%	.	51	.
CCCCOc1ccc(/C=C/C(=O)Nc2ccc([N+](=O)[O-])cc2C)cc1	1	4.2	50%	-22%	40%	-0.3%	-6%	i	60	-1.7%
COc1ccc(S(=O)(=O)N2CCC(C(=O)N3CCN(c4ccccc4OC)CC3)CC2)cc1	1.1	1.5	-1.2%	.	23%	-0.1%	13%	i	50	.
CC(C)CCNC(=O)C(=O)NCCC1=CCCCC1	1.1	-1.6	3.9%	-52%	-4%	0.5%	-13%	i	33	0.0%
COc1ccc(NC(=S)N2CCC(c3ccccc3)C2)cc1 (stereo not drawn)	.	-0.5	-3.9%	-1%	48%	0.0%	-74%	.	98	.

3 compounds out of the list above, ordered by their value in NOD2 inhibition, high to low.
structure	NOD2 inhibition
CC(CN1CCOCC1)OC(=O)C1COc2ccccc2O1 (stereo not drawn)	20%
COc1ccc(C(C(=O)NCC2CCCO2)N(C(=O)CNC(=O)c2cccs2)c2ccccc2)cc1OC (stereo not drawn)	15%
CCC(Oc1ccccc1)C(=O)Nc1ccc(-c2nnc(-c3ccco3)o2)cc1 (stereo not drawn)	-45%
